# Source: PubChem BioAssay
# A-T KAP1 phos: qHTS Assay for Identifying a Potential Treatment of Ataxia-Telangiectasia. […] A-T fibroblasts, KAP-1 phosphorylation AlphaLISA; neocarzinostatin DNA damage 30 min before lysis. Potency, µM (highest dose often 57.5 µM), inactives show top-dose activation, hits mostly activators. hit rate 0.19% among 320,000; note: potency is the fitted concentration of half-maximal effect; % of control where 0% means no effect; nearly all actives have a fitted effect of over 45% in size
#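 ATM-like activity read as KAP-1 phosphorylation via AlphaLISA donor/acceptor antibody pairs after lysis and 6 hr at 25C. Cells were ATM-null patient fibroblasts ([…], hTERT), dosed 60 min, then exposed to the DSB inducer NCS for 30 min.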
# TCR activator: Activators of T cell receptors: qHTS campaign; 330,000 tested, under 10 active; AID 504894, 2011; primary human leukocytes, anti-CD3, IL-2 HTRF, 48 h; Potency, µM (titrated, usually from 9.22 µM), without a hit: at the top dose activation of IL-2 secretion, hits mostly activators; note: % of control where 0% means no effect
#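 Human primary leukocytes + a-CD3 beads + cpd, 48 hr; IL-2 in supernatant by HTRF (ex 320nm / em 665nm). No co-stimulatory signal supplied.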
# TRPV1 ag: HTS Assay for Compounds that Act as Agonists of the Vanilloid Receptor 1; Transient receptor potential cation channel subfamily V member 1 (Homo sapiens), Q8NER1; TRPV1-expressing cells, Fluo-8 calcium influx, agonist mode; activation, % at 8.33 µM; hit rate 0.19% among 320,000; in the data active = activation above about 80%; inconclusive = between about 30% and that limit; note: 0% is about no effect
#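 TRPV1-expressing cells were cultured overnight at 35.5C and loaded with Fluo-8 calcium dye for 40 to 90 min at room temperature. After a 10 s baseline, compound was added and calcium influx was read kinetically for 3 min (ex 480/em 520 nm).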
# TSHR antag: Antagonists of the Thyroid Stimulating Hormone Receptor: HTS campaign; hit rate 0.2% among 330,000; AID 504810, 2011; Thyrotropin receptor (Homo sapiens), P16473; TSHR-expressing cells, TSH-stimulated cAMP HTRF, 2 h; active compounds read low; activity change, negative = inhibition, % at 11.5 µM;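 active = activity change below a set negative limit, meaning inhibition stronger than a set level, cut at about -70% in these data; inconclusive = activity change between two set negative limits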; note: % is set by controls: 0 for no effect and ±100 for the full control effect
#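 Competitive HTRF cAMP read-out (cryptate anti-cAMP antibody, cAMP-d2; 30 min, room temperature) in freshly harvested TSHR cells. Compounds added before TSH at EC80 (4nM final), followed by 2 hours' incubation at 37 deg C.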
# ELG1 DNA repair: qHTS screen for small molecules that inhibit ELG1-dependent DNA repair in human embryonic kidney (HEK293T) cells expressing luciferase-tagged ELG1 | HEK293T ELG1-luciferase reporter, luminescence, 16 h; DNA damage induced by 5-fluorouridine | Potency, µM (doses to about 46.1 µM), for the others: top-dose activity change, negative = inhibition, actives largely listed as inhibitors | hit rate 2.3% among 330,000 | AID 504467, 2011; note: potency is the fitted concentration of half-maximal effect; % is set by controls: 0 for no effect and ±100 for the full control effect; nearly all actives have a fitted effect of over 55% in size
#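 HEK293T cells expressing luciferase-tagged ELG1 (2,000/well) received 5-Fluorouridine plus compound or DMSO for 16 hr at 37 °C. Luciferase was read by ONE-Glo luminescence after 30 min at room temperature.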
# USP2a block: qHTS Assay for Inhibitors of Ubiquitin-specific Protease USP2a Using CHOP2 as the Reporter | hit rate 0.01% among 330,000 | Potency, µM (doses to about 38.3 µM), for inactives: at the highest dose activity change, negative = inhibition, usual class: inhibitors | Ubiquitin carboxyl-terminal hydrolase 2 (Homo sapiens), O75604 | USP2 core, Ub-CHOP2 coupled fluorogenic reporter, 485/531;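 note: potency is the fitted concentration of half-maximal effect; plate controls were DMSO wells for no effect and full inhibition by NEM control for full effect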
#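 USP2 core (10nM final) preincubated 30min RT with compound in 20mM Tris-HCl pH 8.0, 2mM CaCl2, 2mM beta-mercaptoethanol, 0.05% CHAPS; 25nM Ub-CHOP2 plus 25nM reporter substrate added, fluorescence (Ex485/Em531) read after 60min.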
# Eya2 inh: qHTS Assay for Inhibitors of the Phosphatase Activity of Eya2. Potency, µM (titrated, usually from 76.9 µM), without a hit: at the highest dose activity, negative = inhibition, hits mostly inhibitors. hit rate 0.006% among 330,000. recombinant Eya2, OMFP fluorescence dephosphorylation (OMFP is methylfluorescein phosphate); note: potency is the fitted concentration of half-maximal effect; % is set by controls: 0 for no effect and ±100 for the full control effect
# Target sequence (O00167 whole entry, looked up): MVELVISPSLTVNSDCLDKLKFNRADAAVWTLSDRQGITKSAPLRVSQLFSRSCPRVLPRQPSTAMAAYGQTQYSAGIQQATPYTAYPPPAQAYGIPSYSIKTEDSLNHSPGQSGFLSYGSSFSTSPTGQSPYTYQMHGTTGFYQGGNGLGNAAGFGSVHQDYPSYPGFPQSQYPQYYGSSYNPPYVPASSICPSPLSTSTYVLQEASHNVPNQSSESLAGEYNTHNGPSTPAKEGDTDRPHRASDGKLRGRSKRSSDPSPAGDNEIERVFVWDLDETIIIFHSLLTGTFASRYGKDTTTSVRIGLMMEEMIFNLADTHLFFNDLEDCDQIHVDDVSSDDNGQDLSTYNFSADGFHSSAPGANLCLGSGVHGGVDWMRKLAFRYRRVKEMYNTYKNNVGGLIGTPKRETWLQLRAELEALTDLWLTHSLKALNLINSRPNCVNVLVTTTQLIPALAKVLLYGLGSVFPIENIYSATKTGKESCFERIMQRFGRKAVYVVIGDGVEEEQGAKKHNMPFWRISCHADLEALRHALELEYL
#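 Eya2 protein (added as 0.2 uM solution) was preincubated with compound for 10 min at ambient temperature in 50 mM HEPES pH 7.5, 50 mM NaCl, 5 uM MgCl2, 0.05% BSA, 1 mM DTT. OMFP (added at 50 uM) then reacted 10 min; fluorescence read at 485/525 nm.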
# KCNH2 3.1 block: qHTS for Inhibitors of KCHN2 3.1: Mutant qHTS; Potassium voltage-gated channel subfamily H member 2, brain isoform KCNH2 3.1 (human); U2OS KCNH2 3.1, thallium flux FluxOr; active compounds read low; activity change, % (tested at about 1.8 µM); hit rate 0.95% among 340,000;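 active = maximum activity change below -70%; inconclusive = maximum activity change from -70% to -50%; inactive = maximum activity change above -50%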;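 note: thallium influx rate constant from kinetic fluorescence after stimulation buffer; % is set by controls: 0 for no effect and ±100 for the full control effect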
#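 FluxOr-based Tl+ influx in U2OS cells transduced with KCNH2 3.1 virus; rate constants normalized to DMSO controls.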
# KCNH2 WT inh: qHTS for Inhibitors of KCHN2 3.1: Wildtype qHTS. Voltage-gated inwardly rectifying potassium channel KCNH2 (Homo sapiens), Q12809. U2OS, BacMam KCNH2, thallium flux FluxOr; active compounds read low. activity change, % at 1.84 µM. hit rate 0.37% among 340,000. AID 720551, 2013;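 active = maximum activity change below -70%; inconclusive = maximum activity change between -70% and -50%; inactive = maximum activity change above -50%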; note: % is set by controls: 0 for no effect and ±100 for the full control effect
#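 U2OS cells were transduced with wild-type KCNH2 virus (2.03 x 10^8 / mL) for 4 h at room temperature, then cultured overnight at 37 C. Thallium flux was read with FluxOr dye. Rate constants were normalized to DMSO controls.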
# Mito fusion act: qHTS Assay for Small Molecule Inhibitors of Mitochondrial Division or Activators of Mitochondrial Fusion; S. cerevisiae fusion-defective mutant growth rescue, CellTiterGlo 48 h; Potency, µM (series often up to 46.1 µM), for inactives: at the top dose growth rescue (activation), hits mostly activators; hit rate 0.23% among 320,000;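 note: potency is the fitted concentration of half-maximal effect; % of control where 0% means no effect; nearly all actives have a fitted effect of over 45% in size; temperature-sensitive fusion mutants such as fzo1-1 at 37 °C on non-fermentable ethanol glycerol medium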
#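 Compounds are tested for their ability to restore growth of mitochondrial fusion-defective yeast strains at non-permissive 37C in YPEG medium over 48 hours. Viability is quantified by luciferase luminescence.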
# * marks the source's active call; other numbers are inactive results; ? = inconclusive; . = no result given; [ ] = remark or other dose. Unless noted, calls come from the whole dose curve; as a rule, active = well fitted curve in the direction sought with a large enough effect; inconclusive = small, poorly fitted or top-dose-only effect, or another doubt; inactive = no such curve, though single readings can be large; an effect the other way counts as inactive or inconclusive. The list is partial; rates above refer to the full screens.
SMILES,A-T KAP1 phos,TCR activator,TRPV1 ag,TSHR antag,ELG1 DNA repair,USP2a block,Eya2 inh,KCNH2 3.1 block,KCNH2 WT inh,Mito fusion act
CCOC(=O)CN1C(=O)C(CC)Oc2ccccc21 (centres undefined),2%,10%,1,-3,0%,-1%,8%,-2,-7,0%
CC(=O)N/C(=C\c1ccccc1)C(=O)OCCCOC(=O)/C(=C/c1ccccc1)NC(C)=O,11%,-1%,3,-2,-7%,-2%,-1%,-2,0,0%
CC1CCN(C(=O)CCNC(=O)c2ccccc2Cl)CC1,1%,-25%,4,0,9%,3%,-5%,-11,4,5%
O=C(CCc1nnc(CCCc2ccccc2)o1)NCCN1CCOC1=O,-1%,-2%,2,-4,-3%,4%,-5%,.,-20,-9%
O=C(C1=C(O)C(=O)N(CC2CCCO2)C1c1cccnc1)c1ccco1 (centres undefined),5%,-9%,-3,3,-1%,1%,9%,.,.,-6%
CCOc1ccc2c(c1)C(=O)c1cc(OCC(=O)O)ccc1-2,-2%,1%,0,1,?,-2%,11%,-3,-6,4%
O=C(CN(C(=O)c1ccccc1)N1C(=O)CCC1=O)c1cccs1,-1%,-2%,-2,1,2%,1%,3%,3,-11,-1%
COc1cccc(-c2nc(CS(=O)(=O)CC(=O)Nc3cccc(C(C)=O)c3)c(C)o2)c1,7%,5%,29,-3,-7%,0%,2%,2,9,0%
CNC(=S)NNC(=O)c1oc2nc(-c3ccccc3)cc(C)c2c1N,-2%,7%,1,-8,0%,-1%,-6%,6,1,6%
C/C(=N\n1nnnc1Nc1ccccc1)c1ccc(N)cc1,-5%,.,5,-3,8%,3%,-6%,.,.,1%

# Looked up above:
# Value of COc1cccc(-c2nc(CS(=O)(=O)CC(=O)Nc3cccc(C(C)=O)c3)c(C)o2)c1 in TSHR antag: -3
# Value of CC(=O)N/C(=C\c1ccccc1)C(=O)OCCCOC(=O)/C(=C/c1ccccc1)NC(C)=O in ELG1 DNA repair: -7%

# Continuation:
SMILES,A-T KAP1 phos,TCR activator,TRPV1 ag,TSHR antag,ELG1 DNA repair,USP2a block,Eya2 inh,KCNH2 3.1 block,KCNH2 WT inh,Mito fusion act
COC(=O)c1csc(S(=O)(=O)N2CCOCC2)c1OC,-3%,-5%,2,2,7%,5%,-3%,28,-9,-9%
CCCCn1c(N)c(N(CC(C)C)C(=O)CCCc2nc3ccccc3s2)c(=O)[nH]c1=O,6%,-3%,-2,11,10%,-1%,1%,-1,-1,-3%
O=C(C1Cc2ccccc2CN1S(=O)(=O)c1ccc(F)cc1)N1CCCCCC1 (centres undefined),12%,-7%,.,33,6%,-1%,6%,1,-11,2%
Cc1ccccc1C(=O)NCC(=O)OC1CCCCC1=O (centres undefined),-4%,4%,-1,1,?,-1%,-2%,13,7,1%
O=c1c2cc(NC(=S)N3CCC(N4CCCCC4)CC3)ccc2nc2n1CCCCC2,-3%,.,0,5,27%,0%,14%,-2,12,-5%
COc1ccc(C2=NN(C(=O)CCC(=O)O)C(c3ccc(Br)cc3)C2)cc1 (centres undefined),1%,-4%,1,-20,-4%,-1%,7%,-5,-1,1%
Cc1nc(C)c(C(=O)N2CCCC(CCC(=O)NCc3ccc(F)c(F)c3)C2)s1 (centres undefined),2%,-5%,1,-1,2%,7%,3%,19,3,1%
O=S(=O)(c1cccnc1)N1CCn2cccc2C1c1ccccc1F (centres undefined),6%,9%,4,8,16%,-1%,-1%,0,5,3%
Cn1nc([N+](=O)[O-])nc1Sc1nnnn1-c1cccc(C(=O)O)c1,4%,-3%,3,4,0%,1%,?,-1,26,1%
O=C(Nc1ccc(F)cc1)c1cc2c(s1)CCCC2,-12%,-2%,88*,-8,?,1%,1%,6,0,17%
Cc1cc(Br)ccc1SCC(=O)OCC(=O)Nc1ccc2[nH]c(=O)[nH]c2c1,3%,.,?,3,19%,1%,13%,-5,0,-1%
CSc1ccc(S(=O)(=O)Nc2ccc(S(=O)(=O)Nc3ccc(C)cc3)cc2)cc1,-6%,4%,1,3,3%,0%,-16%,3,-8,18%
CC(C)Sc1ccc(C(=O)Nc2ccc(F)cc2F)cn1,0%,6%,85*,-4,?,-1%,-1%,15,2,3%
COCC(=O)N1CCc2ccc(NC(=O)c3ccccc3Cl)cc2C1,-3%,-2%,11,3,?,4%,13%,-7,7,0%
COc1ccc(N2CCN(C(=O)c3cc4cc(Cl)ccc4[nH]3)CC2)cc1,.,9%,3,28,-3%,3%,3%,-2,27,?
CCOC(=O)c1sc(NC(=O)CSc2nnc(-c3ccc(OC)cc3)n2CCOC)nc1C,-4%,3%[46.1 µM],2,-1,?,-6%,-3%,-15,7,1%
CC(C)C(O)P(=O)(OCc1ccccc1)c1ccc(N(C)C)cc1 (centres undefined),4%,1%,8,16,16%,-7%,-3%,-4,-2,1%
Cc1ccc(S(=O)(=O)N2CCN(C(=O)CNC(=O)c3ccc(Br)o3)CC2)cc1,0%,-4%,-5,2,5%,1%,2%,7,-2,-2%
CC(=O)c1sc(=S)n(-c2ccccc2)c1C,5%,6%,4,6,-6%,-1%,-8%,-6,3,-1%
CC(=O)C1=C(O)C(=O)N(c2ccccn2)C1c1cccc(F)c1 (centres undefined),-2%,4%,-4,3,-4%,0%,-14%,-11,14,5%
O=C(O)CNS(=O)(=O)c1ccc(Br)s1,-3%,0%,-2,8,?,-3%,-16%,-2,-11,-7%
Clc1ccccc1-c1nnc2n1-c1ccccc1SC2,8%,-7%,-4,-14,-3%,4%,-6%,-3,-13,0%
CC(C)[C@H](NS(=O)(=O)c1ccc(Cl)cc1)C(=O)OCC(=O)c1c(N)n(C)c(=O)n(C)c1=O,-9%,-2%,3,8,?,0%,-12%,24,1,-4%
CC1(OC(=O)CCc2ccccc2)C(=O)C=C2C=C(c3ccc(C#N)cc3)N(Cc3ccco3)C=C2C1=O (centres undefined),-29%,0%,1,-4,-2%,0%,-14%,-39,13,23%
O=C(N/N=C/c1ccc2c(c1)OCO2)c1cc(-c2ccccc2Cl)nc2ccccc12,1%,1%[46.1 µM],0,3,?,-8%,0%,12,-2,14%
COCCNC(=O)NC12CC3CC(CC(C3)C1)C2,-4%,-3%,0,-5,9%,9%,14%,-7,.,-5%
O=C(C1CC(=O)N(C2CCCC2)C1)N1CCN(c2ccccc2)CC1 (centres undefined),11%,3%,3,-2,-4%,-1%,2%,.,13,-1%
CCn1ccnc1CNC(=O)CC1C(=O)NCCN1Cc1ccc(OC)cc1OC (centres undefined),0%,0%,14,9,-1%,0%,7%,7,18,1%
Cc1ccc(NC(=O)C(=O)C2C(=O)Nc3ccccc32)cc1 (centres undefined),2%,-3%,-2,14,?,10%,6%,17,-11,-9%

# Gathered by group: the compounds so far containing fluorine.
SMILES,A-T KAP1 phos,TCR activator,TRPV1 ag,TSHR antag,ELG1 DNA repair,USP2a block,Eya2 inh,KCNH2 3.1 block,KCNH2 WT inh,Mito fusion act
O=C(C1Cc2ccccc2CN1S(=O)(=O)c1ccc(F)cc1)N1CCCCCC1 (centres undefined),12%,-7%,.,33,6%,-1%,6%,1,-11,2%
Cc1nc(C)c(C(=O)N2CCCC(CCC(=O)NCc3ccc(F)c(F)c3)C2)s1 (centres undefined),2%,-5%,1,-1,2%,7%,3%,19,3,1%
O=S(=O)(c1cccnc1)N1CCn2cccc2C1c1ccccc1F (centres undefined),6%,9%,4,8,16%,-1%,-1%,0,5,3%
O=C(Nc1ccc(F)cc1)c1cc2c(s1)CCCC2,-12%,-2%,88*,-8,?,1%,1%,6,0,17%
CC(C)Sc1ccc(C(=O)Nc2ccc(F)cc2F)cn1,0%,6%,85*,-4,?,-1%,-1%,15,2,3%
CC(=O)C1=C(O)C(=O)N(c2ccccn2)C1c1cccc(F)c1 (centres undefined),-2%,4%,-4,3,-4%,0%,-14%,-11,14,5%
